COUP-TFII inh: NR2F2 transcriptional activity inhibitors, primary screen, cell-based, luciferase reporter, HEK293T, luminescence | COUP transcription factor 2 (Homo sapiens), P24468 | HEK293T NGFI-A luciferase reporter | inhibition, % at 8.6 µM | 0.7% of 370,000 active;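 active = inhibition above a per-plate cutoff, mean inhibition of test wells between control levels plus 3 SD, cut at about 38% in these data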;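 note: cells cotransfected with COUP-TFII expression vector driving the NGFI-A reporter; 0% = median of COUP-TF2 test wells and 100% = reporter-only cells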
Target sequence (P24468 whole entry, looked up): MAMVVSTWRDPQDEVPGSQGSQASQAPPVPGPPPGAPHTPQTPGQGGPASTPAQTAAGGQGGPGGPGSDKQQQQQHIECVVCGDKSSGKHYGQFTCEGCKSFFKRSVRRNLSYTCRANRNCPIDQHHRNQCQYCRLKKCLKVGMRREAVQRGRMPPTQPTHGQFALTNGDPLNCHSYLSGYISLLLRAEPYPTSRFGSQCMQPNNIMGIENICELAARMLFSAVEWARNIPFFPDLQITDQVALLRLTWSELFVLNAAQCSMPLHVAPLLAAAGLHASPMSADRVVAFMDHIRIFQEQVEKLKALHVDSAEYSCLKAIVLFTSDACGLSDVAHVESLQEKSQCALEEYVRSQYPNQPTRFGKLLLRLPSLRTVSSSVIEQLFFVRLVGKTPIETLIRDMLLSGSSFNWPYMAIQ
Numbers without * were called inactive.

SMILES	COUP-TFII inh
Nc1[nH]c(C(=O)c2ccccc2)c(-c2ccccn2)c1C(=O)c1c[nH]c2ccc(Br)cc12	-14.4
COc1ccc2c(c1)C[C@@H](CON1C(C)(C)CCCC1(C)C)N2S(=O)(=O)c1ccc(C)cc1	17.8
C[C@H]1[C@H](N(Cc2ccccc2)Cc2ccccc2)CC[C@@]23CCCN2C(=O)CCC[C@@H]13	7.1
Cc1ccc(C)c(NC(=O)[C@@H]2CCCN2S(=O)(=O)c2cccc3cccnc23)c1	-17.1
COC(=O)C1=C(C(=O)OC)[C@@]2([C@@H](Cc3ccc(C)cc3)Nc3ccccc3)C=C[C@@H]1O2	81.5*
CC(C)Oc1cccc(-c2csc(N3CCC(C(N)=O)CC3)n2)c1	-29.4
Cc1ccc(S(=O)(=O)N2c3ccc(F)cc3C[C@H]2CSc2ccccc2)cc1	9.5
C[C@H]1[C@@H](NC(=O)C#Cc2ccccc2)CC[C@@]23CCCN2C(=O)CCC[C@@H]13	15.7
c1ccc2[nH]c(COCc3nc4ccccc4[nH]3)nc2c1	-16.3
CC(C)N1CCc2c(sc(NC(=O)C(F)F)c2-c2nc3ccccc3s2)C1	-7.9
C[C@H]1[C@H](NCc2cccnc2)CC[C@@]23CCCN2C(=O)CCC[C@@H]13	-3.0
O=C1CCC[C@H]2C[C@H](NCc3ccc(Cl)cc3)CC[C@]23CCCN13	14.0
C=CCN(Cc1ccc2c(c1)OCO2)C(C#CC1CC1)C(C)(C)C (stereo not given)	9.7
CCC[C@H]1[C@@H](OC(=O)NCCc2c[nH]c3ccccc23)CC[C@@]23CCCN2C(=O)CCC[C@@H]13	2.6
CN1CCN(c2ccc(-c3csc(N4CCC(C(N)=O)CC4)n3)cc2)CC1	26.9

Entries shown so far with sulfur (6):
SMILES	COUP-TFII inh
COc1ccc2c(c1)C[C@@H](CON1C(C)(C)CCCC1(C)C)N2S(=O)(=O)c1ccc(C)cc1	17.8
Cc1ccc(C)c(NC(=O)[C@@H]2CCCN2S(=O)(=O)c2cccc3cccnc23)c1	-17.1
CC(C)Oc1cccc(-c2csc(N3CCC(C(N)=O)CC3)n2)c1	-29.4
Cc1ccc(S(=O)(=O)N2c3ccc(F)cc3C[C@H]2CSc2ccccc2)cc1	9.5
CC(C)N1CCc2c(sc(NC(=O)C(F)F)c2-c2nc3ccccc3s2)C1	-7.9
CN1CCN(c2ccc(-c3csc(N4CCC(C(N)=O)CC4)n3)cc2)CC1	26.9

Other structures:
SMILES	COUP-TFII inh
COc1ccc(C)c(NC(=O)[C@@H]2CCCN2S(=O)(=O)c2cccc3cccnc23)c1	12.2
CCC[C@H]1[C@@H](OC(=O)NCc2cccnc2)CC[C@@]23CCCN2C(=O)CCC[C@@H]13	21.2
COc1ccc(C(=O)Nc2cc(Cl)c(Br)cc2C(=O)O)cc1	-14.8
c1nc(NCC2CCCC2)c2cc(-c3ccc4c(c3)OCO4)ccc2n1	-2.5
C[C@@H]1CN([C@@H](C)CO)C(=O)c2cccc(NC(=O)Nc3cccc4ccccc34)c2O[C@H]1CN(C)S(=O)(=O)c1ccccc1F	11.9
COC(=O)[C@H]1C[C@]2(C/C=C(\C)CCC=C(C)C)c3ccccc3N[C@H]2N1	-8.0
Nc1[nH]c(C(=O)c2ccccc2)c(-c2cccc3ccccc23)c1C(=O)c1c(-c2ccccc2)[nH]c2ccccc12	19.6
N=c1c2c(ccn1CCCc1ccccc1)Oc1ccc3ccccc3c1C2c1ccccc1 (stereo not given)	4.8
CC(=O)Nc1sc2c(c1-c1nc3ccccc3s1)CCN(C(C)C)CC2	-100.2
Cc1cc2c(s1)c1cnn(Cc3ccc(F)cc3F)c(=O)c1n2C	12.7
CCC[C@H]1OC(=O)[C@@H]2CCCN2C(=O)[C@H]([C@H](C)Cc2ccccc2)NC(=O)[C@@H]2CCCN2C(=O)[C@@H]2CCCN2C(=O)[C@H](C(C)C)OC(=O)[C@@H]2CCCN2C(=O)[C@H](C(C)C)NC(=O)C1(C)C	24.2
CCc1c(C(=O)C(C)O)c2n3c1CCC[C@@H]3CC2 (stereo not given in full)	-21.2
O=C(OCC#CCSc1nnc(-c2cccc3ccccc23)o1)c1ccsc1	-0.5
O=C1CCC[C@H]2Cc3nc4cc5c(cc4cc3C[C@]23CCCN13)OCO5	6.9
C[C@H]1[C@H](NC(=O)c2ccc(C(F)(F)F)cc2)CC[C@@]23CCCN2C(=O)CCC[C@@H]13	1.9
C[C@H]1[C@@H](OC(=O)NCc2ccco2)CC[C@@]23CCCN2C(=O)CCC[C@@H]13	0.1
Cc1ccc(NC(=O)C2CC3CCC2C3)cc1 (stereo not given)	-7.8
C[C@H]1C(=O)N2[C@@H](C[C@]3(c4c[nH]c5ccccc45)c4ccccc4N(S(=O)(=O)c4ccccc4)[C@H]23)C(=O)N1C	0.6
CCOc1ccc(CCNC(=O)c2ccccn2)cc1OCC	5.2
CN=C1S/C(=C/c2cc(C)n(-c3ccc(Cl)cc3F)c2C)C(=O)N1C	-0.4
O=C(OCc1ccccc1)[C@H](Cc1ccccc1)NC(=O)[C@@H]1CC=C[C@@H]2CCN(C3CCCCC3)C(=O)[C@@H]21	1.4
Cc1cc(C)cc(-c2c(C(=O)c3ccc(Br)cc3)[nH]c(N)c2C(=O)NCc2ccc(Cl)cc2)c1	8.3
O=C(OCC#CCSc1nnc(-c2ccccc2Cl)o1)c1ccc(F)cc1	-2.8
N=c1c2c(ccn1Cc1ccccc1)Oc1ccc3ccccc3c1C2c1ccccc1 (stereo not given)	-6.7
CCCC1CCC2(CC1)CCC2OC(=S)NCc1ccc(Cl)cc1 (stereo not given)	-2.5
COc1ccc(Oc2c(Cl)cnn(-c3cc(C)cc(C)c3)c2=O)cc1	-8.3
Cc1ccc(CN[C@@H]2CC[C@@]34CCCN3C(=O)CCC[C@H]4C2)cc1	-14.9
CCCCCCNC(=O)c1c(N)[nH]c(C(=O)c2ccccc2)c1-c1ccc(O)cc1	-7.2
Cc1cccc(C)c1OCc1cccc(C2Nc3ccccc3C(=O)N2Cc2ccco2)c1 (stereo not given)	8.6
CCC[C@H]1[C@@H](OC(=O)NCc2ccc(OC)cc2)CC[C@@]23CCCN2C(=O)CCC[C@@H]13	-11.3
C[n+]1cc(C(O)(c2ccccc2)c2ccccc2)n2ccccc21	-0.6
O=C(c1cccc(Cl)c1)N1CCN(c2ccnc3cc(Cl)ccc23)CC1	48.7*
O=C(CSc1nc2ccccc2c(=O)[nH]1)NC1CCCCC1	-39.0
Cc1cc(C)cc(S(=O)(=O)N2CCN(c3nc(-c4cccs4)nc4ccccc34)CC2)c1	21.7
COc1cc(Cn2cc([C@]34C[C@H]5C(=O)N(C)CC(=O)N5[C@H]3N(S(=O)(=O)c3ccccc3)c3ccccc34)c3ccccc32)cc(OC)c1	11.2
CN1C2=N[C@@H](c3ccc(Br)cc3)CC(=O)N2/C(=C\c2ccccc2)[C@@H]1c1ccccc1	-12.5
COC(=O)[C@H](C)NC(=O)[C@@H]1CCCN1C(=O)CNP(=O)(OCc1ccccc1)OCc1ccccc1	-2.5
Fc1ccc(CC2CCN(c3ncnc4sccc34)CC2)cc1	73.9*
O=c1c2ccc(F)cc2nc2sc(Nc3ccc4c(c3)CCC4)nn12	-16.2
C=CCN(Cc1ccc(OC)cc1OC)C(C#CCCCC)c1ccccc1 (stereo not given)	17.1
O=C1CCC[C@H]2C[C@H](NCc3ccc(Cl)c(C(F)(F)F)c3)CC[C@]23CCCN13	-8.8
CCC1CCc2sc(C(=O)Nc3cc(S(=O)(=O)N4CCOCC4)ccc3OC)cc2C1 (stereo not given)	-0.7
COC(CNC(=O)[C@H](Cc1ccccc1)NC(C)(C)C(=O)NC1CCCCC1)OC	17.0
O=C1CCC[C@H]2[C@@H](Cc3ccccc3)[C@@H](O)CC[C@]23CCCN13	16.4
C[C@@H]1CN([C@@H](C)CN(C)C)C(=O)c2cc(NC(=O)Nc3ccccc3)ccc2O[C@@H](C)CCCCO[C@H]1CN(C)S(=O)(=O)c1ccc(F)cc1	14.0
CC(C)[C@H](NC(=O)OCc1ccccc1)C(=O)N[C@@H](Cc1ccccc1)C1(O)CN(C)C(C(=O)NCc2ccccn2)CO1 (stereo not given in full)	-12.2
CCCC/C=C1/[C@@H](CC)N(Cc2ccc(OC)cc2OC)C2=N[C@H](c3ccccc3)CC(=O)N21	5.7
CN(C(=O)[C@@H]1CC=C[C@@H]2CCN(C3CCCCC3)C(=O)[C@@H]21)c1ccccc1	-11.8
O=C(Oc1coc(CSc2ncccn2)cc1=O)c1ccc([N+](=O)[O-])cc1	11.8
CC(C)(N[C@@H](Cc1c[nH]c2ccccc12)C(=O)NCCCc1ccccc1)C(=O)NCc1ccccc1	-4.3
Cc1ccc(OCCn2c(CCNC(=O)C3CCCCCC3)nc3ccccc32)cc1	17.5
Clc1ccc2nc(CNc3nc(N4CCOCC4)nc4c3ncn4-c3ccsc3)[nH]c2c1	69.5*
CCCCCCCC(=O)N[C@H]1CC[C@@]23CCCN2C(=O)CCC[C@H]3[C@H]1CCC	7.2
CC(C)(C)CCN1CCC[C@H](NC(=O)COc2ccc(F)c(Cl)c2)C1	8.0
Nc1[nH]c(C(=O)c2ccccc2)c(-c2ccc(Br)cc2)c1C(=O)NCCCN1CCOCC1	-3.2
COc1ccc(CNC2CCC23CCCCC3)cc1OC (stereo not given)	4.7
C=CCN(Cc1ccc2c(c1)OCO2)C(C#CCCCC)C(C)C (stereo not given)	-1.8
O=C1CCC[C@H]2C[C@H](NCc3ccco3)CC[C@]23CCCN13	-12.8
CC(=O)Nc1sc2c(c1-c1nc3ccccc3s1)CCOC2	-76.4
COC(CNC(=O)[C@H](Cc1c[nH]c2ccccc12)NC1(C(=O)NCc2ccccc2)CCCCC1)OC	-4.5

4 compounds drawn at random from those above, as already listed:
SMILES	COUP-TFII inh
CCCC/C=C1/[C@@H](CC)N(Cc2ccc(OC)cc2OC)C2=N[C@H](c3ccccc3)CC(=O)N21	5.7
Clc1ccc2nc(CNc3nc(N4CCOCC4)nc4c3ncn4-c3ccsc3)[nH]c2c1	69.5*
CN(C(=O)[C@@H]1CC=C[C@@H]2CCN(C3CCCCC3)C(=O)[C@@H]21)c1ccccc1	-11.8
O=C1CCC[C@H]2C[C@H](NCc3ccco3)CC[C@]23CCCN13	-12.8

(list continues)
SMILES	COUP-TFII inh
C[C@H]1[C@@H](OC(=O)Nc2ccccc2Cl)CC[C@@]23CCCN2C(=O)CCC[C@@H]13	3.9
CC(C)(C)NC(=O)[C@H](c1cccnc1)N(C(=O)c1ccco1)c1ccc(C(C)(C)C)cc1	-0.9
Cc1cccc(N2CCN(C(=O)c3cc(S(=O)(=O)N(C)C)ccc3Cl)CC2)c1C	23.1
COC(CNC(=O)[C@H](Cc1c[nH]c2ccccc12)NC1(C(=O)NC(c2ccccc2)c2ccccc2)CCCCC1)OC	13.1
COCCNC(=O)c1c(N)[nH]c(C(=O)c2ccc(Br)cc2)c1-c1c(OC)ccc2ccccc12	3.9
CCC[C@H]1[C@@H](NC(=O)C(c2ccccc2)c2ccccc2)CC[C@@]23CCCN2C(=O)CCC[C@@H]13	13.8
Nc1[nH]c(C(=O)c2ccccc2)c(-c2ccc(Cl)cc2Cl)c1C(=O)NCCC1=CCCCC1	-2.9
CCC[C@H]1[C@@H](OC(=O)NCc2cccc(C(F)(F)F)c2)CC[C@@]23CCCN2C(=O)CCC[C@@H]13	37.2
C[C@H](NS(=O)(=O)c1ccc([N+](=O)[O-])cc1)C(=O)NCCNC(=O)[C@@H](C)NS(=O)(=O)c1ccc([N+](=O)[O-])cc1	-2.0
N[C@H](C(=O)Nc1ccc(Cl)cc1C(=O)c1ccc[nH]1)c1ccccc1	10.7
O=C(C1CCN(c2nc(-c3ccc(Br)cc3)cs2)CC1)N1CCNCC1	-31.3
CC(=O)OCCC(CC(C)C)NC(=O)[C@H](CC(C)C)NC(=O)OCc1ccccc1 (stereo not given in full)	-10.5
COc1ccc2c3c([nH]c2c1)C1=NCC[C@]12c1ccccc1N=CN2CC3	-1.2
O=C(OCC#CCSc1nnc(-c2cccc3ccccc23)o1)c1ccc(Cl)c(C(F)(F)F)c1	-10.9
O=C1CCC[C@H]2Cc3nc4cccc(Cl)c4cc3C[C@]23CCCN13	19.0

Printed as active in COUP-TFII inh (from the list above):
SMILES	COUP-TFII inh
COC(=O)C1=C(C(=O)OC)[C@@]2([C@@H](Cc3ccc(C)cc3)Nc3ccccc3)C=C[C@@H]1O2	81.5*
O=C(c1cccc(Cl)c1)N1CCN(c2ccnc3cc(Cl)ccc23)CC1	48.7*
Fc1ccc(CC2CCN(c3ncnc4sccc34)CC2)cc1	73.9*
Clc1ccc2nc(CNc3nc(N4CCOCC4)nc4c3ncn4-c3ccsc3)[nH]c2c1	69.5*

New compounds follow:
SMILES	COUP-TFII inh
Cc1ccc(S(=O)(=O)N2C=C(c3ccccc3)c3ccccc3-c3ccccc32)cc1	10.1
O=C(OCC#CCSc1nnc(-c2ccccc2F)o1)c1ccc(F)cc1	3.5
CCC[C@H]1[C@@H](NC(=O)c2ccc(N(C)C)cc2)CC[C@@]23CCCN2C(=O)CCC[C@@H]13	0.7
CC(C)(C)OC(=O)N1CCC(N[C@@H](Cc2c[nH]c3ccccc23)C(=O)NCCc2c[nH]c3ccccc23)(C(=O)NC2CCCCC2)CC1	5.3
O=C1CC(c2ccc3ccccc3c2)N=C2N(Cc3ccc4c(c3)OCO4)C/C(=C/c3ccccc3)N12 (stereo not given)	18.4
COc1ccc2c3c([nH]c2c1)[C@]1(CCNC=O)Nc2ccccc2C1=NCC3	-0.7
O=C(OCC#CCSc1nnc(-c2cccc3ccccc23)o1)c1ccccc1F	-6.4
CCC[C@H]1[C@@H](N(C)Cc2cccs2)CC[C@@]23CCCN2C(=O)CCC[C@@H]13	5.7

Three entries from above in a different format.
Compound,COUP-TFII inh
O=C1CC(c2ccc3ccccc3c2)N=C2N(Cc3ccc4c(c3)OCO4)C/C(=C/c3ccccc3)N12 (stereo not given),18.4
COc1ccc2c3c([nH]c2c1)[C@]1(CCNC=O)Nc2ccccc2C1=NCC3,-0.7
O=C(OCC#CCSc1nnc(-c2cccc3ccccc23)o1)c1ccccc1F,-6.4

Compound activity: PubChem, The Scripps Research Institute Molecular Screening Center

The list is partial; rates above refer to the full screens.
